Bioassay records as filed in PubChem.
Mm-Cpn inhibitor: Inhibitors of TCP-1 ring complex (TRiC) of Methanococcus maripaludis (MmCpn): qHTS; Chaperonin Mm-Cpn (Methanococcus maripaludis); Potency, µM (highest dose often 76.9 µM), inactives show at the top dose activity, negative = inhibition, usual class: inhibitors; purified Mm-Cpn ATPase, ADP Transcreener TR-FRET; AID 504842, 2011; hit rate 0.031% among 330,000; further: potency means the concentration at half of the fitted maximal effect; on the % scale 0 is the no-effect control and ±100 the full control effect; nearly all actives have a fitted effect of over 80% in size
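25 nM Mm-CPN + cpd, 10 min 37°C; + 10 uM ATP, 30 min 37°C; buffer 30 mM Tris pH 7.4, 100 mM KCl, 5 mM MgCl2, 1 mM DTT; Transcreener ADP HTRF detection 30 min RT.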
pAkt inh: HTS Assay for Inhibitors of Akt Phophorylation: Primary Screen; Neuro2A IGF-stimulated pAkt S473 HTRF, 20 min; stronger effect = lower value; activity change, % for hits at 50 µM; hit rate 0.32% among 360,000; AID 651550, 2012; in the data active means activity change below about -80%; inconclusive means mostly about -51% to -80%; further: on the % scale 0 is the no-effect control and ±100 the full control effect
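Neuro2A cells in DMEM with 0.5% FBS, overnight at 37 deg C, given compound at single 50 µM final, then IGF (6 nM final) for 20 min at 37 deg C. Lysed; phospho-Akt Ser473 by HTRF after 24 h, 665/615 ratio.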
Nrf2 activator: qHTS of Nrf2 Activators; AREc32 ARE-luciferase reporter (MCF7-derived line), luminescence, 24 h; Potency, µM (top dose mostly 46.1 µM), without a hit: top-dose activation, most hits filed as activators; hit rate 0.31% among 410,000; further: potency means the concentration at half of the fitted maximal effect; % of control where 0% means no effect; nearly all actives have a fitted effect of over 65% in size
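Cells of the AREc32 ARE-luciferase line are plated in OPTI-MEM containing 5% FBS and left overnight at 37 deg C. Compounds are pinned in, incubation continues 24 hr, and firefly luciferase signal is then measured.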
TGFb inhibitor: qHTS for Inhibitors of TGF-b | hit rate 1.2% among 410,000 | Potency, µM (doses to about 46.1 µM), without a hit: at the highest dose activity, negative = inhibition, most hits filed as inhibitors | HepG2 CAGA-GFP TGF-b/SMAD3 reporter, GFP fluorescence, 18 h; TGF-beta stimulated, 500 pg/mL final; further: potency means the concentration at half of the fitted maximal effect; on the % scale 0 is the no-effect control and ±100 the full control effect; nearly all actives have a fitted effect of over 65% in size
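GFP signal (ex488/em500-530) from TGF-beta-stimulated HEPG2 CAGA-GFP cells, 500 pg/mL final, 18 h at 37 degrees C in DMEM plus 1% FBS, normalized to unstimulated and DMSO-stimulated controls.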
Nrf2 inh: Nrf2 qHTS screen for inhibitors | A549 ARE-Fluc reporter, luciferase luminescence, 18-24 h | Potency, µM (doses to about 46 µM), inactives show top-dose activity change, negative = inhibition, hits mostly inhibitors | hit rate 2.1% among 360,000 | AID 504444, 2011; further: potency means the concentration at half of the fitted maximal effect; on the % scale 0 is the no-effect control and ±100 the full control effect; nearly all actives have a fitted effect of over 60% in size
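Concentration-response testing used A549 ARE_Fluc cells at 5000 cells/well. Following an 18-24 h compound incubation, viability was read by fluorescence (Ex 405/Em 525) and luciferase output by luminescence.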
EPAC2 agonist: qHTS for Agonist of cAMP-regulated guanine nucleotide exchange factor 4 (EPAC2): primary screen; Rap guanine nucleotide exchange factor 4 (Homo sapiens), Q8WZA2; EPAC2 activation, biochemical qHTS; response scale: 100% = 6.5 mM cAMP response; Potency, µM (titrated, usually from 154 µM), without a hit: at the highest dose activation, hits mostly activators; hit rate 0.079% among 360,000; AID 720711, 2013; further: potency means the concentration at half of the fitted maximal effect; nearly all actives have a fitted effect of over 50% in size
Target sequence (Q8WZA2 whole entry, looked up): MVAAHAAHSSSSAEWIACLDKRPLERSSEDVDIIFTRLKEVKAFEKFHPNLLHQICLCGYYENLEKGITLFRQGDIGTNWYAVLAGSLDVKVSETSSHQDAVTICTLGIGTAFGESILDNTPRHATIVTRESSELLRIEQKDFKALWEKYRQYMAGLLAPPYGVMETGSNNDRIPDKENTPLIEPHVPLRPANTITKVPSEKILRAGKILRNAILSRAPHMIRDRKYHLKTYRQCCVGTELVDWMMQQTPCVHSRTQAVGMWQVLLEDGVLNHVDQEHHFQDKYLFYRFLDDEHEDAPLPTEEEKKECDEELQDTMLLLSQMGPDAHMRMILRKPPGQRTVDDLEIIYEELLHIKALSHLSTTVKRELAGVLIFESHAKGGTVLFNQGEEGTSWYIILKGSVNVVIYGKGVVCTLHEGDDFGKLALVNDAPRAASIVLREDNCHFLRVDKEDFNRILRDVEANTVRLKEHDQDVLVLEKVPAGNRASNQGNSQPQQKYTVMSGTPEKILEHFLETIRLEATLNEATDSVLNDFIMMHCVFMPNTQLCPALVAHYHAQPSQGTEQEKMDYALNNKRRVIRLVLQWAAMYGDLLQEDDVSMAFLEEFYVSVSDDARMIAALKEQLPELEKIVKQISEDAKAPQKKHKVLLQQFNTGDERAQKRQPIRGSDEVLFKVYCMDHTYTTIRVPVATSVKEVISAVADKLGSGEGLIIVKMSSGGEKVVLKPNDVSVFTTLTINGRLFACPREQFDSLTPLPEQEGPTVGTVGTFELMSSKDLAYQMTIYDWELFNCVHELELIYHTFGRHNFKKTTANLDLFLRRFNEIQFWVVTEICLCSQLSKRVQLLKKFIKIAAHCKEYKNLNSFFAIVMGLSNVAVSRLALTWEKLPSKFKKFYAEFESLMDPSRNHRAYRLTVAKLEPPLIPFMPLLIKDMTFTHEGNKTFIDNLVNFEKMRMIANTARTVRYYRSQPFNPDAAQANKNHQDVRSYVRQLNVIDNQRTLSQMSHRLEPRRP
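Nucleotide exchange monitored as fluorescence drop when BODIPY-GDP leaves Rap1B. Reaction: 100 nM EPAC2, 250 nM RAP1B-BODIPY-GDP, 50 uM GDP, room temperature, kinetic read over 30 min. Activity expressed relative to 6.5 mM cAMP.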
CCT chaperon mod: High-Throughput Screening for Modulators of Cytosolic Chaperonin Activity; purified chaperonin ATPase assay, HTRF ADP detection, 30 min; activity change, % (no concentration beside the values), hits read low; AID 651819, 2012; hit rate 0.3% among 360,000; in the data active means activity change below about -30%; further: on the % scale 0 is the no-effect control and ±100 the full control effect
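ATPase activity: ADP formed was measured by HTRF Transcreener (665/615 nm ratio) after 30 min at 37 deg C with 10 uM ATP. Compounds screened at one 76 uM concentration against 40 or 20 nM TRiC in Tris pH 7.4/KCl/MgCl2/DTT buffer.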
A549 tox: Nrf2 qHTS screen for inhibitors: counterscreen for cytotoxicity; A549 ARE-Fluc cells, CellTiter-Fluor viability, 18-24 h; Potency, µM (titrated, usually from 46 µM), inactives show at the highest dose activity change, negative = cytotoxicity, hits mostly inhibitors; hit rate 0.16% among 390,000; AID 504648, 2011; further: potency means the concentration at half of the fitted maximal effect; on the % scale 0 is the no-effect control and ±100 the full control effect
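A549 ARE-Fluc cells in 5% FBS OPTI-MEM, 5000 cells/well, rested 2 h then exposed to compounds in concentration-response for 18-24 h at 37 °C. Viability by CellTiter-Fluor fluorescence (Ex 405/Em 525) after 30 min; luciferase luminescence (BugLite, 15 min, RT) read afterwards.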
EPAC2 antag: qHTS for Antagonist of cAMP-regulated guanine nucleotide exchange factor 2 (EPAC2): primary screen; Rap guanine nucleotide exchange factor 4 (Homo sapiens), Q8WZA2; EPAC2 GEF exchange of Rap1B-BODIPY-GDP, fluorescence; Potency, µM (series often up to 114 µM), without a hit: at the top dose activity, negative = inhibition, actives largely listed as inhibitors; hit rate 0.18% among 360,000; AID 720708, 2013; further: potency means the concentration at half of the fitted maximal effect; on the % scale 0 is the no-effect control and ±100 the full control effect; nearly all actives have a fitted effect of over 45% in size; many of its hits are not listed in these tables
* = called active by the depositor; i = inactive; ? = inconclusive; / = not tested or not shown; & = joins results of further samples; [ ] = another dose, or the depositor's remark. Unless noted, the call rests on the fitted dose curve; in most records, active means well fitted curve in the direction sought with a large enough effect; inconclusive means small, poorly fitted or top-dose-only effect, or another doubt; inactive means no such curve, though single readings can be large; an effect the other way counts as inactive or inconclusive. Only part of the results is shown; count on the stated rates, not on these rows.

Molecule	pAkt inh	Nrf2 inh	A549 tox	EPAC2 antag	EPAC2 agonist	CCT chaperon mod	TGFb inhibitor	Mm-Cpn inhibitor	Nrf2 activator
COc1cc(OC)c(NC(=O)Cn2cnc3sc(C)c(S(=O)(=O)N4CCC(C)CC4)c3c2=O)cc1Cl	/	1%[9.27 µM]	0%	/	/	/	-2%	/	-0.4%
CN(Cc1ccccc1)C(=O)CN(c1ccc(F)cc1)S(=O)(=O)c1ccc2c(c1)OCCO2	i	-5%	0%	-8%	-3%	1.4	31%[activator]	-1%	0.6%
Cc1ccc(C)c(NC(=O)CSc2nnc(CCCCCNC(=O)OC(C)(C)C)o2)c1	i	?	-3%	-1%	0%	-1.9	-26%	0%	0.4%
CCCC(=O)NCCCc1nc2ccccc2n1C(C)C	i	3%	-3%	5%	18%	-0.8	-4%	0%	-0.6%
O=C(Nc1ccccc1Cl)N1CCN(c2ccc3nnc(-c4ccccc4)n3n2)CC1	i	?	-5%	7%	1%	-0.2	-8%	-6%	3.2%
Cc1ccc(CN2C(=O)CCC2C(=O)N2CCN(c3ccc(F)cc3)CC2)cc1 (stereo not drawn)	i	?	-4%	-7%[57.1 µM]	25%	-6.0	-5%	0%	0.8%
COc1ccc(NC(=O)Cn2nnc(C(=O)Nc3ccc(F)c(Cl)c3)c2N)cc1OC	/	10%&-7%	13%&10%	-9%	2%	-2.0	-1%&7%	-4%	0.1%&-0.2%
O=C(NCc1nnc(SCc2ccc(F)cc2)n1-c1ccccc1)C12CC3CC(CC(C3)C1)C2	i	-15%	-8%	-16%	-7%	-2.6	?	2%	4.0%
CCc1ccccc1N(C(=O)c1snc(C(N)=O)c1N)C(C(=O)NCC1CCCO1)c1ccc(N(C)C)cc1 (stereo not drawn)	i	-5%	-3%	-10%	-5%	-2.7	-2%	0%	1.8%
Cc1ccc(S(=O)(=O)N2C[C@H]3C(=O)C[C@@H]4C(=O)N(c5ccccc5)C(=O)[C@@H]4[C@@H]3C[C@H]2c2cccc(Cl)c2)cc1	i	/	/	14%	12%	0.0	-5%	/	-0.7%
COc1ccc(Cl)cc1NC(=O)CCN1C(=O)c2ccccc2Sc2ncccc21	/	?	12%	/	/	/	-25%	/	1.3%
CCN(c1ccccc1)S(=O)(=O)c1cc(C(=O)Nc2ccc(Br)cc2)ccc1F	i	5.8µM*	?	-15%	-4%	1.7	?	-10%	4.7%&-0.8%
O=C(c1ccco1)N1CCN(C(=O)c2ccccc2[N+](=O)[O-])CC1	i	?	-2%	-9%	4%	0.1	1%	3%	-0.1%
C=CCNC(=O)/C(C#N)=C\c1cc(Cl)c(O)c(OCC)c1	i	3%	-16%	17%	-10%	-1.4	10%	0%	9.2%
COc1ccc(Cl)cc1NC(=O)CN1C(=O)CSC1=O	i	23%	3%	12%	5%	2.7	-6%	0%	-0.6%
CCCC(C)C(=O)Nc1cc([N+](=O)[O-])ccc1F (stereo not drawn)	i	2%	10%	0%	10%	-0.6	-20%	2%	0.5%
CCOc1ccc(/C=N/NC(=O)c2ccccc2C)cc1CN1CC2CC(C1)c1cccc(=O)n1C2 (stereo not drawn)	i	4%	-1%	-22%	7%	-4.4	0%	0%	11%
Cc1c(C(=O)OCC(=O)NCc2ccco2)cccc1[N+](=O)[O-]	i	9%	-2%	12%	-4%	-1.0	9%	0%	-0.2%
Cc1cc(/C=C2/NC(=O)NC2=O)c(C)n1C	i	?	1%	13%	1%	-6.2	-4%	-1%	0.3%
Cn1ccc(/C=N/N=C2/NC(=O)CS2)n1	i	3%	-7%	2%	10%	0.6	32%[activator]	-1%	-0.6%
O=C(CCNC(=O)OCc1ccccc1)NC1CCCCC1	i	3%	1%	4%	2%	-0.4	-15%	-1%	-0.5%
CC(=O)N(C)c1ccc(N=NC2C(=O)N(C(N)=S)N=C2C)cc1 (stereo not drawn)	i	-29%	-12%	5%	4%	-3.6	11%	4%	0.3%
Cc1ccc2c(Cl)c(C)c(N3CCCCC3)nc2n1	i	-8%	12%	-5%	7%	-1.6	5%	-1%	4.7%
C/C(=N\NC(=O)c1ccc2c(c1)OCCO2)c1ccccc1	i	?	-3%	0%	9%	-0.9	-12%	2%	-1.3%
O=C1NC(c2ccccc2O)Nc2ccccc21 (stereo not drawn)	i	?	17%	-10%	7%	1.0	-3%	-2%	11%

Molecule	pAkt inh	Nrf2 inh	A549 tox	EPAC2 antag	EPAC2 agonist	CCT chaperon mod	TGFb inhibitor	Mm-Cpn inhibitor	Nrf2 activator
Cc1ccccc1OC(=O)CCC(=O)OCCCC(F)(F)C(F)(F)F	i	/	4%	-28%	-17%	0.1	-1%	1%	-0.1%
Cc1ccc(C(C)NC(=S)NC2CCCCC2)c(C)c1 (stereo not drawn)	i	?	-4%	2%	8%	1.3	?	-4%	0.2%
Cc1ccc(S(=O)(=O)N(C)C)cc1NC(=S)NC12CC3CC(CC(C3)C1)C2	i	?	1%	0%	15%	-1.9	?	-3%	-0.2%
O=C(NCc1ccccc1)C(c1ccccc1)N(Cc1ccc2c(c1)OCO2)C(=O)Cc1cccs1 (stereo not drawn)	i	?	-29%	-6%	4%	-2.6	-12%	0%	-0.7%
C[C@H](NC(=O)Nc1cccc(C(F)(F)F)c1)C(=O)O	i	/	2%	-4%	2%	1.1	0%	0%	-1.5%
OC(COC(c1ccccc1)c1ccccc1)CN1CCN(c2cccc(Cl)c2)CC1 (stereo not drawn)	i	8%	-4%	-7%	11%	-1.5	16µM*	1%	0.4%
COc1ccccc1CCc1nnc(CCC(=O)NCCC2CCCCO2)o1 (stereo not drawn)	i	/	/	-1%	0%	1.5	3%	/	0.0%
CCOC(=O)N1CCN(C(=O)CSc2nnc(COc3ccccc3)o2)CC1	i	12%	7%	8%	5%	-0.7	-2%	0%	-0.3%
COc1ccc(C(CC(=O)N2CCOCC2)c2c(OC)cc(OC)c3c(-c4ccccc4)cc(=O)oc23)cc1 (stereo not drawn)	i	-4%	-9%&-1%	50µM*	6%	-1.9	-6%&-5%	-4%	0.6%
CC1CCN(S(=O)(=O)c2ccc(C(=O)NCc3ccco3)cc2)CC1	i	?	4%	34%[activator]	-7%	-0.2	-5%	0%	0.4%
COc1ccc(NC2c3ccccc3C(=O)N2Cc2ccco2)cc1OC (stereo not drawn)	i	15%	7%	0%	6%	-0.2	-5%	0%	5.0%
CCOC(=O)c1c(/N=C/C2C(=O)CC(C)(C)CC2=O)sc2c1CCCC2	i	-4%	-1%	-7%	-4%	-0.7	1%	-2%	-0.5%[9.22 µM]
CCCCCNc1nc2ccccc2nc1NS(=O)(=O)c1cccs1	i	?	-20%	-2%	10%	-2.0	-26%	-1%	-1.1%
CCOc1ccccc1-c1cc(-c2ccccc2)nc2c1c(=O)n(C)c(=O)n2C	i	9%	?	-6%	4%	-3.5	3%	1%	2.2%
O=C(OCc1ccc(Cl)c(Cl)c1)c1ccccn1	i	17%	9%	-4%	10%	-1.2	17%	-1%	-0.1%
COc1ccc(N(CC(=O)N2CCN(c3ccc(Cl)cc3)CC2)S(=O)(=O)c2c(C)noc2C)cc1	i	-3%	-14%	-3%	14%	-1.0	0%	-6%	0.3%
COCCCNC(=O)C1CCN(C(=O)Nc2ccc(Cl)cc2)CC1	/	5%	2%	15%	1%	-0.6	-14%	0%	-0.1%
COc1ccc(/C=N/NC(=O)c2nc(-c3ccccc3)cc(-c3ccccc3)n2)cc1OC	i	?	-13%	3%	-3%	-0.2	-17%	1%	0.6%
COC(=O)c1cc(NC(=O)CCc2c(C)nc3c(c(C)nn3C(C)(C)C)c2C)cc(C(=O)OC)c1	/	7%	2%	/	/	/	-36%	/	0.4%
C=CCN(CC=C)CC(=O)Nc1ccc(S(N)(=O)=O)cc1	i	/	10%	-4%	-3%	-2.0	0%	1%	0.2%
O=C(CCCl)N1CCCC2(CCCCC2)C1	i	0%	3%	-1%	13%	-2.4	7%	1%	-0.2%
Cc1ccc(N(CC(=O)NCc2cccs2)S(=O)(=O)c2cccs2)cc1	i	-2%	1%	16%	-8%	2.1	7%	1%	1.9%
CC1=C(C(=O)N2CCCC(C(=O)c3cccc4ccccc34)C2)OCCO1 (stereo not drawn)	i	-20%	-3%	-2%	9%	-1.3	-19%	3%	-0.4%
CC(=O)c1cccc(NC(=S)NC(=O)C(C)C)c1	i	?	2%	0%	7%	-1.2	7%	0%	0.5%
Cc1ccc(-c2nc3c(c(=O)c4ccccc4n3C)c(=O)n2-c2ccccc2)cc1	i	3%	-1%	5%	-8%	-1.4	-17%	-18%	-0.8%

Entries of single compounds as entered above. Order of screens: pAkt inh, Nrf2 inh, A549 tox, EPAC2 antag, EPAC2 agonist, CCT chaperon mod, TGFb inhibitor, Mm-Cpn inhibitor, Nrf2 activator
Cc1ccc(S(=O)(=O)N(C)C)cc1NC(=S)NC12CC3CC(CC(C3)C1)C2 as listed: i, ?, 1%, 0%, 15%, -1.9, ?, -3%, -0.2%
COc1ccc(C(CC(=O)N2CCOCC2)c2c(OC)cc(OC)c3c(-c4ccccc4)cc(=O)oc23)cc1 (stereo not drawn) as listed: i, -4%, -9%&-1%, 50µM*, 6%, -1.9, -6%&-5%, -4%, 0.6%
